# Screening results from PubChem BioAssay.
# PTHR1 agonist: PTHR1 (human) receptor agonism. AID 743266. Q03431. hit rate 0.075% among 410,000. HEK293 GP2 PTHR1 cells, GloSensor cAMP luminescence, 1 h. Potency, µM (highest dose often 115 µM), for inactives: top-dose activation, usual class: activators; note: nearly all actives have a fitted effect of over 55% in size; some results filed as inactive show a strong effect at the top dose; inactives centre near -15; many of its hits are not listed in these tables
#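 HEK-293-derived GP2 cells expressing PTHR1 and a GloSensor cAMP reporter, 3,000/well, plated overnight, given luciferin plus IBMX (each 0.5 mM as added) for 1 h at 37 °C, then compound for 1 h at 37 °C. Luminescence was read after 15 min at room temperature.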
# aSyn rescue: rescues yeast growth from alpha-synuclein toxicity; Yeast expressing alpha-synuclein, growth rescue, BacTiter-Glo, 24 h; Potency, µM (titrated, usually from 46.1 µM), for inactives: at the highest dose growth rescue (activation), actives largely listed as activators; hit rate 0.14% among 370,000; AID 652106; note: % of control where 0% means no effect; nearly all actives have a fitted effect of over 65% in size
#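 Screening used galactose-induced yeast with toxic alpha-synuclein levels, exposed to compound for 24 hr at 30 deg C. Cell growth, read with BacTiter-Glo luminescence, gave the measured signal.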
# EPAC2 ag: EPAC2 (human) agonism; Q8WZA2; hit rate 0.079% among 360,000; EPAC2 activation, biochemical qHTS; response scale: 100% = 6.5 mM cAMP response; Potency, µM (series often up to 154 µM), for inactives: at the top dose activation, most hits filed as activators; note: nearly all actives have a fitted effect of over 50% in size
# Target sequence (Q8WZA2 whole entry, looked up): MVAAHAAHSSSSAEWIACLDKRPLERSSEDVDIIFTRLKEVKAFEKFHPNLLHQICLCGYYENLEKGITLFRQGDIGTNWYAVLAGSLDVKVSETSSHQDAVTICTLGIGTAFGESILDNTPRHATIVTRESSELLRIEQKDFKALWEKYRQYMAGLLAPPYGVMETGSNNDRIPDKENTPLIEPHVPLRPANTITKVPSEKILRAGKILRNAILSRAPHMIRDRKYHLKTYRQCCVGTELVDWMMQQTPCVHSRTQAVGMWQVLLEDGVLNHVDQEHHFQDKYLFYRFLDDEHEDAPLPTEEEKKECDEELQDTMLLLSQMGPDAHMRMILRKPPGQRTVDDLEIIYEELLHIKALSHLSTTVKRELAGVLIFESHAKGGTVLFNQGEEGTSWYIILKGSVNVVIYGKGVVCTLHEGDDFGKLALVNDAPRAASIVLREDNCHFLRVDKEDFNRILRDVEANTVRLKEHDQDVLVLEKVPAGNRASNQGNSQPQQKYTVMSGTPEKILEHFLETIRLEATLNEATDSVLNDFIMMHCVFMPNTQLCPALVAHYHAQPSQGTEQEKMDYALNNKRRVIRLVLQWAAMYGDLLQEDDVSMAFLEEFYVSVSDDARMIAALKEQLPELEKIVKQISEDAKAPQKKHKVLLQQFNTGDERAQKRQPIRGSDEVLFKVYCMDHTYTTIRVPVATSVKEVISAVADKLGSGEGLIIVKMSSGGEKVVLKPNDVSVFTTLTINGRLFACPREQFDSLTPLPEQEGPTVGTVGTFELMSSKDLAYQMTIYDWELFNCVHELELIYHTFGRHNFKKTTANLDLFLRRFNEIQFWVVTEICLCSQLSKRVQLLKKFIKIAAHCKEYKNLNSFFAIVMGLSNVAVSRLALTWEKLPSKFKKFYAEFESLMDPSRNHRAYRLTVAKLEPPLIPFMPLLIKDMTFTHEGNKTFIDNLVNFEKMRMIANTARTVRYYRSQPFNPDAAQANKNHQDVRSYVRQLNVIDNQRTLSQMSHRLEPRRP
#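 Nucleotide exchange monitored as fluorescence drop when BODIPY-GDP leaves Rap1B. Reaction: 100 nM EPAC2, 250 nM RAP1B-BODIPY-GDP, 50 uM GDP, room temperature, kinetic read over 30 min. Activity expressed relative to 6.5 mM cAMP.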
# FUS yeast rescue: suppressors of FUS proteinopathy in yeast | S. cerevisiae FUS-expressing, growth rescue, OD600, 24 h | Potency, µM (top dose mostly 76.6 µM), inactives show at the top dose growth rescue (activation), hits mostly activators | hit rate 0.24% among 390,000 | AID 1347120;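 note: plate controls were DMSO vehicle for no effect and reference control for full effect; nearly all actives have a fitted effect of over 55% in size; some results filed as inactive show a strong effect at the top dose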
#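 Restored growth of FUS-toxic S. cerevisiae, read as 600 nm absorbance after 24 h at 30C in galactose medium (starting OD 0.005). Controls CP55940 and DMSO.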
# TDP43 rescue: inhibitors of TDP-43 toxicity in yeast; TDP-43 expressing yeast growth rescue, BacTiter-Glo, 24 h; Potency, µM (doses to about 46.1 µM), for the others: at the highest dose growth rescue (activation), actives largely listed as activators; hit rate 1.8% among 410,000; note: % of control where 0% means no effect; nearly all actives have a fitted effect of over 50% in size
#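 Yeast expressing TDP-43 (pregrown in raffinose, seeded at OD600=0.02 in galactose medium) exposed to compounds 24 hr at 30 deg C. Growth read by BacTiter-Glo luminescence; rescue of toxicity appears as increased signal.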
# EPAC1 antagonist: EPAC1 (human) antagonism | Potency, µM (highest dose often 115 µM), for the others: at the highest dose activity change, negative = inhibition, hits mostly inhibitors | EPAC1 GEF assay, Rap1b-BODIPY-GDP exchange fluorescence | O95398 | hit rate 0.14% among 360,000;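 note: plate controls were vehicle for no effect and positive control for full effect; nearly all actives have a fitted effect of over 50% in size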
# EPAC1 ag: activates human EPAC1 exchange factor | O95398 | EPAC1 agonist qHTS, biochemical assay; response scale: 100% = response to 6.5 mM cAMP | Potency, µM (series often up to 154 µM), inactives show top-dose activation, hits mostly activators | hit rate 0.073% among 360,000 | AID 720707; note: nearly all actives have a fitted effect of over 60% in size
#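 Normalized to 6.5 mM cAMP, activity reflects EPAC1-catalysed release of BODIPY-GDP from Rap1B, followed kinetically over 30 min at 480 nm excitation, 540 nm emission. Reaction contained 100 nM EPAC1, 250 nM Rap1B-BODIPY-GDP, 50 uM GDP.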
# EPAC2 antagonist: blocks human EPAC2 exchange factor; Q8WZA2; EPAC2 GEF exchange of Rap1B-BODIPY-GDP, fluorescence; Potency, µM (doses to about 114 µM), without a hit: at the top dose activity, negative = inhibition, most hits filed as inhibitors; hit rate 0.18% among 360,000; AID 720708; note: % is set by controls: 0 for no effect and ±100 for the full control effect; nearly all actives have a fitted effect of over 45% in size; many of its hits are not listed in these tables
# The depositor's hits bear a star; i = inactive; ? = inconclusive; . = not tested or not shown; [ ] = remark or other dose. Calls come from the whole dose curve; as a rule, active = well fitted curve in the direction sought with a large enough effect; inconclusive = small, poorly fitted or top-dose-only effect, or another doubt; inactive = no such curve, though single readings can be large; an effect the other way counts as inactive or inconclusive. Potency is the fitted concentration of half-maximal effect.
SMILES,PTHR1 agonist,aSyn rescue,EPAC2 ag,FUS yeast rescue,TDP43 rescue,EPAC1 antagonist,EPAC1 ag,EPAC2 antagonist
Cn1nccc1C(=O)N1CCCC(Nc2ccc(F)cc2)C1 (stereo not drawn),15%,3%,3%,18%,12%,-12%,-1%,-5%
CC(=O)Nc1ccc(C(=O)CN2C(=O)NC3(CCOc4ccccc43)C2=O)c(F)c1 (stereo not drawn),i,-5%,-4%,.,17%,0%,7%,-2%
O=C(CN1C(=O)C2CC=CCC2C1=O)NCC(=O)Nc1ccc(F)c(F)c1 (stereo not drawn),i,1%,15%,-16%,18%,-1%,-2%,-10%
COc1ccccc1CNc1nc2nc(C)c(Cl)c(=O)n2[nH]1,-36%[inhibitor][57.5 µM],-11%,1%,23%,-4%,13%,-8%,10%[57.1 µM]
Oc1cc(Nc2cccnc2)cc2cccnc12,-21%,.,2%,-16%,.,-6%,1%,-2%
CC1CCN(S(=O)(=O)c2ccc3c(ccc(=O)n3CC(=O)NCc3ccccc3Cl)c2)CC1,-12%,2%,.,20%,-1%,.,.,.
COc1cccc(CNS(=O)(=O)c2cc3c(cc2Cl)NC(=O)CO3)c1,-3%,-1%,3%,-16%,20%,10%,-1%,5%
Cn1cc(S(=O)(=O)N2CCC(C(N)=O)CC2)c(=O)n(C)c1=O,i,-1%,0%,-30%,13%,3%,-1%,-1%
CCOc1cccc2sc(N(CCCN(C)C)C(=O)c3ccc(S(=O)(=O)N(C)Cc4ccccc4)cc3)nc12,-18%,5%,-5%,?,4%,-3%,13%,-3%
Cc1[nH]cnc1C(=O)N/N=C/c1ccc([N+](=O)[O-])s1,-10%,-4%,10%,6%,7%,-10%,1%,-2%
COc1ccc([N+](=O)[O-])cc1NC(=O)/C=C/C(=O)O,-22%,2%,-2%,.,23%,-4%,7%,11%
CC(C)(C)NC(=O)C(c1ccc(-c2ccccc2)cc1)N(C[C@H]1CC[C@@H]([C@@H]2CC[C@H](CO)O2)O1)C(=O)c1ccc2ccccc2c1 (stereo partly drawn),29%,2%,11%,?,14%,-10%,3%,-2%
CCCc1nc2c(C)cc(Br)cn2c1Cc1ccc(OC)cc1C,-25%,1%,8%,0%,20%,-3%,7%,-7%
COc1ccc(Oc2ccc(N/C=C3\CCCC3=O)cc2)cc1,-27%,-1%,-2%,.,?,16%,-5%,11%
O=C(C1CCC(CNS(=O)(=O)c2ccccc2)CC1)N1CCCCC1 (stereo not drawn),-10%,3%,-2%,-16%,-3%,-11%,10%,1%
Cc1c(C(=O)Nc2cccc(C(F)(F)F)c2)oc2ccc(S(=O)(=O)N3CCOCC3)cc12,-29%,6%,-2%,12%,-11%,8%,5%,0%
COc1ccc(OCCN2CCC(C(=O)NC(c3ccccn3)c3ccccc3OC)CC2)cc1 (stereo not drawn),-8%,-5%,7%,-11%,5%,21%,-22%,23%
COc1ccccc1NC(=O)CSc1ncn[nH]1,i,-1%,17%,22%,13%,16%,3%,2%
Cc1ccc(OCc2cc(C(=O)N(C)Cc3cnn(-c4ccccc4C)c3)no2)cn1,-16%,9%,-3%,8%,27%,-18%,2%,-3%
Cc1ccc(OCC(=O)N/N=C/c2cccnc2)cc1,i,-6%,-10%,11%,-11%,-1%,9%,-5%
C=CC[C@@H](CC(=O)N[C@@H](CO)Cc1ccccc1)C(=O)N[C@H](COC(=O)[C@@H](CC=C)Cc1ccc(F)cc1)C(C)(C)C,-66%[inhibitor],1%,-1%,?,17%,?,-36%[inhibitor],-11%
O=C(CN1CCCCCCC1)NC(=O)NC1CCCCC1,i,2%,2%,15%,0%,-6%,-3%,-3%
COc1ccc(/C=N/Nc2snc(SC)c2C#N)cc1OC,-25%[57.5 µM],-1%,0%[15.6 µM],28%,-18%,-10%,6%,-9%
COc1ccc(S(=O)(=O)N(C)C(C)CCc2ccco2)cc1 (stereo not drawn),-10%,17%,11%,31%,12%,-6%,-4%,-3%
CCOc1ccc(/C=N/NC(=O)C2CCCC2)c(OCC)c1,-17%,-10%,10%,-22%,7%,-14%,7%,6%
N#Cc1cccc(NC(=O)Cn2cnc(S(=O)(=O)N3CCCCC3)c2)c1,-36%[inhibitor],9%,-3%,-16%,4%,-6%,6%,-4%
CCc1c(C)nc2nc(SCc3ccccc3Cl)[nH]n2c1=O,i,-3%,2%,10%,-16%,-22%,13%,-18%
CC(NCc1ccc(OCc2ccc(Cl)cc2)cc1)C(O)c1ccccc1 (stereo not drawn),-31%[inhibitor],-12%,2%,22%,7%,?,3%,-19%
O=C(O)c1ccc(-n2nc(-c3ccccc3)c3ccccc3c2=O)cc1,-7%,0%,15%,25%,-25%,-20%,3%,-4%
Cc1ccc(S(=O)(=O)N2CCC(Oc3cccc(C(F)(F)F)c3)CC2)cc1,-46%[inhibitor],5%,-3%,31%,11%,-17%,-1%,-18%
COCCNC(=O)C(c1ccc(C)cc1)N(Cc1cccs1)C(=O)CCC(=O)Nc1ccccn1 (stereo not drawn),i,0%,2%,18%,7%,9%,0%,-2%
O=C(Nc1sc2c(c1C(=O)O)CCC2)C(=O)N1CCOCC1,i,-5%,-3%,-5%,5%,-4%,-16%,11%
O=C(Nc1ccc2ccccc2n1)c1ccccc1,-27%,-7%,12%,-44%,14%,-8%,-2%,10%
COc1ccccc1/C=C/C=C1\Oc2c(ccc(O)c2CN(C)C)C1=O,-19%,-8%,?,?,-10%,34%[activator],?,75%[activator]
CC(=O)Nc1ccc(OCC(=O)NC(C)c2ccc(F)cc2)cc1 (stereo not drawn),-57%[inhibitor],0%,5%,-52%,18%,-8%,-5%,0%
O=C(Nc1c(Cl)ccc2nsnc12)c1cccnc1,i,1%,0%,13%,16%,-17%,-5%,-2%
C[C@]12C(=O)N(c3ccccc3)C(=O)N1[C@H]1c3ccccc3OC[C@@H]1[C@H]2c1ccccc1,i,-16%,11%,?,-1%,-1%,-2%,-4%
CC(C)(C)c1cc(C(=O)O)c(CN2CCCCC2)o1,-1%[57.5 µM],-1%,8%,13%,-2%,0%,-7%,14%
O=C1O/C(=C\c2ccccc2)c2ccccc21,-7%,-9%,15%,-10%,-7%,-20%,0%,-21%
O=C(N/C(=C\c1ccc(Cl)cc1)C(=O)N1CCOCC1)c1ccc([N+](=O)[O-])cc1,i,3%,5%,9%,17%,-4%,-8%,-2%
COc1ccc(NC(=O)/C=C/c2ccc(Br)o2)cn1,-25%,0%,6%,27%,3%,?,3%,-3%
COc1ccc(C)cc1N(CC(=O)NC1CCCC1)C(=O)Cn1nnc(-c2ccc(C)o2)n1,i,-6%,-3%,5%,-9%,0%,10%,1%
C[C@@H]1CN([C@H](C)CO)C(=O)CCCn2nncc2CO[C@H]1CN(C)S(=O)(=O)c1ccccc1F,-6%,9%,14%,12%,10%,18%,-13%,7%
O=C1COc2ccc(S(=O)(=O)CCC(=O)N3CCN(c4ccccc4)CC3)cc2N1,i,0%,0%,2%,3%,5%,2%,-10%
COc1ccc(C(CNC(=O)COc2ccccc2C)N2CCCCC2)cc1 (stereo not drawn),-91%[inhibitor],5%,-3%,3%,5%,-7%,6%,-12%
CCOC(=O)C1=C(C)Nc2nc(SC)nn2C1c1ccc(C(=O)OC)cc1 (stereo not drawn),i,-6%,-3%,23%,-27%,18%,1%,15%
O=C(COC(=O)c1cc(-c2cccs2)nn1-c1ccccc1)Nc1cc([N+](=O)[O-])ccc1Cl,-2%,-1%,9%,7%,-10%,2%,-2%,14%
Cc1ccc(S(=O)(=O)N(C)C[C@H]2OCc3cn(nn3)CCCC(=O)N([C@@H](C)CO)C[C@@H]2C)cc1,-19%,-3%,0%,-9%,15%,12%,-3%,8%
O=[N+]([O-])c1ccc(N2CCN(c3ccccc3F)CC2)nc1,-2%,8%,0%,-6%,15%,3%,3%,3%
Oc1ccc(Br)cc1C=Nc1ccc(Cl)cc1,-34%[inhibitor],1%,6%,1%,6%,-2%,5%,-17%

# Later entries:
SMILES,PTHR1 agonist,aSyn rescue,EPAC2 ag,FUS yeast rescue,TDP43 rescue,EPAC1 antagonist,EPAC1 ag,EPAC2 antagonist
COCCC(=O)Nc1ccc2c(c1)CN(C(=O)CCSC)CC2,-4%,0%,3%,22%,-10%,9%,1%,-3%
O=C(/C=C/c1ccccc1)Nc1cccc(S(=O)(=O)Nc2ccccc2F)c1,-62%,-39%[inhibitor],20%,.,-43%[inhibitor],-27%,22%,-15%
Cc1ccc(CSc2ccc(-c3ccc4c(c3)OCO4)nn2)cc1,-8%,-8%,4%,19%,1%,-5%,-18%,19%
C#CCOCCOCCOCCNc1nc(N2CCN(C(=O)Cn3cc(CCCN=C(N)N)nn3)CC2)nc(N2CCN(C(=O)[C@H]([C@@H](C)CC)n3cc(CCCCN)nn3)CC2)n1,-19%,-1%,-5%,-13%,1%,6%,-23%,-7%
N#CC(c1ccc(N)cc1)C(CC(=O)c1ccccc1)c1ccccc1 (stereo not drawn),-19%,2%,-2%,-9%,29%,11%,9%,-1%
Cc1cc(=O)oc2c(C)c(OC(C)C(=O)NCCCN3CCCC3=O)ccc12 (stereo not drawn),-3%,4%,7%,-4%,6%,9%,11%,-3%
COc1ccc(/C=N/c2c(-c3ccco3)nc3ccccn23)cc1OC,?,0%,3%,?,-11%,-25%,8%,-7%
COc1ccc(-c2cc(NCc3ccccn3)n3ncnc3n2)cc1,-18%,1%,7%,-3%,21%,3%,21%,-4%
CCN(C)Cc1c(C(=O)N2CCc3ccccc3C2)nc2ccc(Cl)cn12,-9%,7%,0%,-6%,8%,-8%,-10%,9%
COc1ccc2c(c1)c(C)cc[n+]2Cc1ccccc1,-10%,-1%,5%,8%,21%,12%,-2%,1%

# Reprinted at random: 2 compounds from above
SMILES,PTHR1 agonist,aSyn rescue,EPAC2 ag,FUS yeast rescue,TDP43 rescue,EPAC1 antagonist,EPAC1 ag,EPAC2 antagonist
O=C(O)c1ccc(-n2nc(-c3ccccc3)c3ccccc3c2=O)cc1,-7%,0%,15%,25%,-25%,-20%,3%,-4%
O=C(N/C(=C\c1ccc(Cl)cc1)C(=O)N1CCOCC1)c1ccc([N+](=O)[O-])cc1,i,3%,5%,9%,17%,-4%,-8%,-2%

# These rows are one share of the data, so the mix of outcomes need not match the whole.
